# Screening data: PubChem BioAssay, National Center for Advancing Translational Sciences (NCATS)
# TrxR1 substrate – substrates of rat thioredoxin reductase 1 | O89049 | purified TrxR1 substrate turnover, NADPH consumption readout | Potency, µM (titrated, usually from 114 µM), without a hit: top-dose activity change, negative = substrate turnover | hit rate 0.01% among 390,000; note: potency is the fitted concentration of half-maximal effect; % is set by controls: 0 for no effect and ±100 for the full control effect; nearly all actives have a fitted effect of over 50% in size
# Target sequence (O89049 whole entry, looked up): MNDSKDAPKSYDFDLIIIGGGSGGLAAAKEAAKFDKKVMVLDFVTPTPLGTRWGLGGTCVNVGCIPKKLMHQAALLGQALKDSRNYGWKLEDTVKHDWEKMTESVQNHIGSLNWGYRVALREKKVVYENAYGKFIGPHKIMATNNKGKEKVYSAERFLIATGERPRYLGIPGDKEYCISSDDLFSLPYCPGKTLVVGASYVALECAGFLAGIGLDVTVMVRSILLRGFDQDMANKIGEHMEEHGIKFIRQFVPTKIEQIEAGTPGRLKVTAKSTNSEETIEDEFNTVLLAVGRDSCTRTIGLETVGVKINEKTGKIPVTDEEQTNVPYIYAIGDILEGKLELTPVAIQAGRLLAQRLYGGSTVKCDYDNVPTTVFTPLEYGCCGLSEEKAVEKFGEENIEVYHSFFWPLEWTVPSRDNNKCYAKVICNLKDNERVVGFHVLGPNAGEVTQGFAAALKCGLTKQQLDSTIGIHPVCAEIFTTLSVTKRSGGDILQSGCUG
#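 Rat TrxR1, dispensed at 90 nM, was prereduced with 400 uM NADPH (final) for 5 min at ~22 deg C, then incubated with compound 15 min before 400 uM selenite. A first-read NADPH fluorescence drop versus no-compound background flagged substrates.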
# RGS4 inh – inhibitors of human regulator of G protein signaling 4. Potency, µM (doses to about 114 µM), for the others: top-dose activity change, negative = inhibition, actives largely listed as inhibitors. P49798. AID 504845. hit rate 0.039% among 390,000. Transcreener GDP fluorescence polarization, RGS4-accelerated GTP hydrolysis; note: potency is the fitted concentration of half-maximal effect; % is set by controls: 0 for no effect and ±100 for the full control effect; nearly all actives have a fitted effect of over 75% in size; some results filed as inactive show a strong effect at the top dose
# Target sequence (P49798 whole entry, looked up): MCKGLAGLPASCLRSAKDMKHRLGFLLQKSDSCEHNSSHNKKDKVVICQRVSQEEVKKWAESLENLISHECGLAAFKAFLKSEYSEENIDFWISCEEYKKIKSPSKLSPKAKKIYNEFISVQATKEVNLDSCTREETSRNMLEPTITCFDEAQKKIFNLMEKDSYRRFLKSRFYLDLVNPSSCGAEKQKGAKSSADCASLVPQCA
#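 MLSMR compounds (23 nl, pin-transferred) preincubated 10 min at room temperature with a 500nM (2x) first reagent, then RGS4 at 900nM (2x) plus Transcreener GDP mix added; fluorescence polarization (620/688 nm) read before and after 90 min at 30 °C.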
# Vif-APOBEC3G blk – blocks the Vif interaction with human APOBEC3G | Q9HC16 | HeLa A3G-eYFP + Vif (tagged APOBEC3G with the HIV-1 protein that degrades it), YFP fluorescence, overnight | Potency, µM (series often up to 46.1 µM), for inactives: at the top dose activity, negative = active, hits mostly inhibitors | hit rate 0.076% among 410,000;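 note: potency is the fitted concentration of half-maximal effect; % is set by controls: 0 for no effect and ±100 for the full control effect; nearly all actives have a fitted effect of over 60% in size; hits raise eYFP signal because A3G escapes Vif-driven loss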
# Target sequence (Q9HC16 whole entry, looked up): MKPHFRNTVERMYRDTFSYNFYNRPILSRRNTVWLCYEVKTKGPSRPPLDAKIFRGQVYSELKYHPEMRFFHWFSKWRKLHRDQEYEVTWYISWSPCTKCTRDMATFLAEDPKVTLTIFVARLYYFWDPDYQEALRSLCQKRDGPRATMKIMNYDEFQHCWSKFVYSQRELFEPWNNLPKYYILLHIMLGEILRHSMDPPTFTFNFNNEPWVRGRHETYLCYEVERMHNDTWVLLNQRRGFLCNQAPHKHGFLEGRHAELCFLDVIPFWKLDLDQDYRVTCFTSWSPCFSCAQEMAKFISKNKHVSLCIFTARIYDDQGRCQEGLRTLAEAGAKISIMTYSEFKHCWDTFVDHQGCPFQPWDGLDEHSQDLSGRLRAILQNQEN
#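 Read-out is eYFP fluorescence (Ex 488/Em 500-530) from Vif-expressing HeLa A3G-eYFP cells; more signal means A3G escaped Vif-mediated degradation. Cells plated overnight, compound pinned in, incubated overnight at 37 deg C.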
# LDHA block – inhibitors of human lactate dehydrogenase A; P00338; purified LDHA, NADH/diaphorase-resazurin fluorescence; stronger effect = lower value; activity change, % (values are at about 110 or 230 µM); hit rate 0.15% among 480,000; AID 1347041; in the data active = activity change below about -30%; inconclusive = mostly about -25% to -30%;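 note: plate controls were DMSO wells for no effect and wells without enzyme for full effect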
#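 LDH5 2 nM; NADH 0.06 mM, pyruvate 0.2 mM; 200 mM Tris pH 7.4, EDTA, Tween-20; 5 min RT. Detection: diaphorase 0.133 mg/mL + resazurin 37 µM, fluorescence ex540/em590 at 0 and 20 min; normalized to enzyme-free and DMSO wells.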
# GRP78 ERSR act – induces the endoplasmic reticulum stress response in human glioma cells; U87-MG GRP78 promoter luciferase reporter, 16 h; Potency, µM, inactives show top-dose activation, actives largely listed as activators; hit rate 0.02% among 420,000; AID 602332; note: potency is the fitted concentration of half-maximal effect; series mostly up to about 76 µM; % of control where 0% means no effect; nearly all actives have a fitted effect of over 35% in size
#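 Stably transfected U87-MG glioma cells carrying a GRP78-based luciferase sensor; 16 h compound incubation. Luminescence end-point read 10 min after Bright-Glo addition at room temperature.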
# Vif-A3F inh – Vif-A3F binding inhibition; hit rate 0.2% among 390,000; HeLa A3F-eYFP + Vif (tagged APOBEC3F with the HIV-1 protein that degrades it), YFP fluorescence increase; Potency, µM (doses to about 46.1 µM), for the others: at the top dose activity, negative = active; note: potency is the fitted concentration of half-maximal effect; % of control where 0% means no effect; nearly all actives have a fitted effect of over 65% in size
#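 Fluorescence increase (Ex 488/Em 500-530) after overnight compound treatment at 37 deg C flags inhibition of Vif-driven A3F-eYFP loss in stable HeLa A3F-eYFP/Vif cells seeded overnight beforehand.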
# mIDH1 inhibitor – inhibitors of human mutant IDH1 R132H | IDH1-R132H enzyme, NADPH consumption, diaphorase/resazurin fluorescence | Potency, µM (doses to about 76.6 µM), for inactives: top-dose activity change, negative = inhibition, most hits filed as inhibitors | hit rate 0.093% among 390,000 | AID 602179; note: potency is the fitted concentration of half-maximal effect; % is set by controls: 0 for no effect and ±100 for the full control effect; nearly all actives have a fitted effect of over 65% in size
#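 IDH1-R132H (0.5 ug/mL) preincubated 30 min with compound, then NADPH (0.016 mM) and alpha-KG (2 mM) added; 80 min at RT, pH 7.5. Remaining NADPH coupled via diaphorase/resazurin to fluorescence (540/590 nm); concentration-response curves normalized to no-enzyme control.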
# USP1-UAF1 inh – inhibitors of human USP1/UAF1 deubiquitinase. O94782. recombinant USP1/UAF1, Ub-Rhodamine cleavage fluorescence. Potency, µM (top dose mostly 57.1 µM), without a hit: top-dose activity change, negative = inhibition, hits mostly inhibitors. hit rate 0.23% among 390,000. AID 743255; note: potency is the fitted concentration of half-maximal effect; % is set by controls: 0 for no effect and ±100 for the full control effect; nearly all actives have a fitted effect of over 60% in size; inactives centre near -12
#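 1 nM enzyme complex + cpd, 15 min RT; start with Ub-Rho 150nM final; kinetic fluorescence ex 480/em 540, 6 reads q60 s. Buffer 50mM HEPES pH 7.8, 0.5mM EDTA, 0.1 mg/ml BSA, 1mM TCEP, 0.01% Tween-20.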
# rTrxR1 inhibitor – inhibitors of rat thioredoxin reductase 1 | Potency, µM (titrated, usually from 114 µM), without a hit: top-dose activity change, negative = inhibition, usual class: inhibitors | hit rate 1% among 390,000 | recombinant rTrxR1, NADPH fluorescence consumption, selenite substrate; note: potency is the fitted concentration of half-maximal effect; % is set by controls: 0 for no effect and ±100 for the full control effect; nearly all actives have a fitted effect of over 65% in size
#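 Rat TrxR1 (90 nM in the dispensed reagent) was pre-reduced with 400 uM NADPH for 5 min at room temperature, then incubated with compound for 15 min. After 400 uM selenite was added, NADPH fluorescence (Ex 340/Em 450 nm) was followed for 8 min.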
# * = called active by the depositor; ? = inconclusive; / = not tested or not shown; & = joins results of further samples; [ ] = another dose, or the depositor's remark. Unless noted, calls come from the whole dose curve; as a rule, active = well fitted curve in the direction sought with a large enough effect; inconclusive = small, poorly fitted or top-dose-only effect, or another doubt; inactive = no such curve, though single readings can be large; an effect the other way counts as inactive or inconclusive. Only part of the results is shown (hit frequency here may not be typical).
SMILES,TrxR1 substrate,RGS4 inh,Vif-APOBEC3G blk,LDHA block,GRP78 ERSR act,Vif-A3F inh,mIDH1 inhibitor,USP1-UAF1 inh,rTrxR1 inhibitor
CC(C)(C)CC(=O)NC(=S)Nc1ccccc1[N+](=O)[O-],-2%[57.1 µM],-50%,-1%,-1,-2%,-5%,1%,-22%,36%[0.0914 µM]
COc1c(C(=O)Nc2ccc(CN3CCOCC3)cc2)cc2ccccc2c1Br,-2%,-7%,-11%,-2,-4%,-20%,7%,-24%,-2%
C/C(=N\NC(=S)Nc1ccccc1C)C1Cc2ccccc2C(=O)O1 (stereo not drawn),-9%,-15%,-19%,-1,1%,?,-5%,-6%,?
O=C(c1cccs1)N(Cc1cccnc1)c1nc2ccc(F)cc2s1,3%[57.1 µM],-25%,9%,-8,-3%,0%,13%,-18%,11%[57.1 µM]
N=C(N)c1ccc(Cl)cc1,0%[57.1 µM],6%,3%,-12,1%,-17%,-3%,-10%,-1%[57.1 µM]
Cc1ccc(NC(=O)c2cc(=O)c3ccccc3o2)cc1S(=O)(=O)N1CCCCC1,-7%[57.1 µM],-15%,-6%,0&0,-5%,-5%,2%,-7%,18%[57.1 µM]
CC(C)(C)OC(=O)NNC(=O)c1cccs1,4%,2%,2%,-3,7%,8%,4%,-18%,20%
CCOC(=O)Cc1csc(NC(=O)c2ccc(N3CCOCC3)cc2[N+](=O)[O-])n1,0%,-7%,-18%,4,-4%,-6%,5%,-19%,20%
S=c1[nH]nc(-c2ccc(Cl)cc2Cl)n1-c1ccc2c(c1)OCCO2,4%[57.1 µM],-17%,-1%,-4,4%,1%,1%,-20%,?
COc1ccc2c(=O)c(Oc3ccc(C(=O)O)cc3)c(C(F)(F)F)oc2c1,5%,13%,0%,0,-11%,0%,4%,-26%,23%
O=C(NC1CC1)C1CC(=O)N(c2cccc(Cl)c2)C1 (stereo not drawn),-11%,-2%,3%,-2,-4%,7%,7%,-19%,-8%
Nn1cnnc1N/N=C/c1cccc(Cl)c1Cl,-6%,?,-12%,57,-7%,-9%,7%,-23%,34%
COc1ccc(/C=N/NC(=O)CC(=O)NCCc2ccccc2)cc1OC,3%[57.1 µM],22%,1%,-8,-1%,2%,0%,6%,28%[57.1 µM]
O=C(CC12CC3CC(CC(C3)C1)C2)NC(=S)NCc1ccco1,-8%,-31%,0%,-6,-6%,?,-4%,-12%,-10%
COc1ccc(N(C(C)C(=O)Nc2cccnc2)S(C)(=O)=O)cc1 (stereo not drawn),7%[57.1 µM],17%,1%,-14,-2%,3%,14%,-23%,24%[57.1 µM]
Cc1cc(C(F)(F)F)nn1CC(=O)NNC(=S)NCC(C)C,9%,-11%,-3%,-7,-3%,0%,-2%,-9%,17%
O=C(NNc1ccccc1)C(=O)NNc1ccccc1,6%[2.29 µM],7%,-2%,-4,2%,-10%,0%,-21%,8%[2.29 µM]
COc1ccc(C2(c3ccc(OC)cc3)NC(=O)N(CC(=O)NCC(F)(F)F)C2=O)cc1,-4%,16%,-1%,-7,-6%,-12%,-1%,-10%,-50%
COc1ccc(-c2csc(NC(=S)NC(=O)/C=C/c3ccc(C(C)C)cc3)n2)cc1OC,-1%,-25%,2%,-1,5%,-8%,-2%,-25%,-2%
Cn1cnc([N+](=O)[O-])c1S(=O)(=O)Oc1ccccc1,-5%[2.29 µM],-24%,-11%,3,-15%,0%,-1%,?,?
Nc1ncc(-n2cncn2)c(-c2ccccc2)n1,9%[57.1 µM],11%,-2%,-11,-2%,-11%,-2%,?,25%[57.1 µM]
C1CCN(CCC2CCCCN2)CC1 (stereo not drawn),/,/,-2%,4,-3%,1%,3%,0%,/
COc1ccc(CNC(=O)c2cc(-c3ccncc3)nc3c(C)cc(C)cc23)cc1OC,17%[57.1 µM],-47%,-26%,-6,-10%,-16%,-17%,-20%,15%[57.1 µM]
O=C(NCc1ccc(F)cc1)c1cc(-c2ccco2)on1,6%,8%,2%,-2,-3%,-15%,6%,-13%,-15%
Cc1cccc(-c2nc3cc(NC(=O)COc4ccccc4F)ccc3o2)c1,86%[activator],-9%,/,0,/,/,/,-19%,38%[activator]

# Complete entries as entered above:
# Nc1ncc(-n2cncn2)c(-c2ccccc2)n1 is entered as TrxR1 substrate: 9%[57.1 µM]; RGS4 inh: 11%; Vif-APOBEC3G blk: -2%; LDHA block: -11; GRP78 ERSR act: -2%; Vif-A3F inh: -11%; mIDH1 inhibitor: -2%; USP1-UAF1 inh: ?; rTrxR1 inhibitor: 25%[57.1 µM]
# Cc1cccc(-c2nc3cc(NC(=O)COc4ccccc4F)ccc3o2)c1 is entered as TrxR1 substrate: 86%[activator]; RGS4 inh: -9%; Vif-APOBEC3G blk: /; LDHA block: 0; GRP78 ERSR act: /; Vif-A3F inh: /; mIDH1 inhibitor: /; USP1-UAF1 inh: -19%; rTrxR1 inhibitor: 38%[activator]

# A run of entries from the list above:
SMILES,TrxR1 substrate,RGS4 inh,Vif-APOBEC3G blk,LDHA block,GRP78 ERSR act,Vif-A3F inh,mIDH1 inhibitor,USP1-UAF1 inh,rTrxR1 inhibitor
CC(C)(C)CC(=O)NC(=S)Nc1ccccc1[N+](=O)[O-],-2%[57.1 µM],-50%,-1%,-1,-2%,-5%,1%,-22%,36%[0.0914 µM]
COc1c(C(=O)Nc2ccc(CN3CCOCC3)cc2)cc2ccccc2c1Br,-2%,-7%,-11%,-2,-4%,-20%,7%,-24%,-2%
C/C(=N\NC(=S)Nc1ccccc1C)C1Cc2ccccc2C(=O)O1 (stereo not drawn),-9%,-15%,-19%,-1,1%,?,-5%,-6%,?
O=C(c1cccs1)N(Cc1cccnc1)c1nc2ccc(F)cc2s1,3%[57.1 µM],-25%,9%,-8,-3%,0%,13%,-18%,11%[57.1 µM]
N=C(N)c1ccc(Cl)cc1,0%[57.1 µM],6%,3%,-12,1%,-17%,-3%,-10%,-1%[57.1 µM]
Cc1ccc(NC(=O)c2cc(=O)c3ccccc3o2)cc1S(=O)(=O)N1CCCCC1,-7%[57.1 µM],-15%,-6%,0&0,-5%,-5%,2%,-7%,18%[57.1 µM]

# Remaining list, next part:
SMILES,TrxR1 substrate,RGS4 inh,Vif-APOBEC3G blk,LDHA block,GRP78 ERSR act,Vif-A3F inh,mIDH1 inhibitor,USP1-UAF1 inh,rTrxR1 inhibitor
CN(CC(=O)Nc1ccc(F)c(F)c1F)C(=O)CC1OC(=O)c2ccccc21 (stereo not drawn),-5%,15%,1%,-11,-4%,-8%,-1%,-5%,3%
COc1ccc(-c2nc(CS(=O)(=O)CC(=O)NCc3cccc(OC)c3OC)c(C)o2)cc1,4%[57.1 µM],18%,3%,-4,-2%,2%,7%,-9%,15%[57.1 µM]
COc1ccc(NC(=O)COc2ccc(N(C)S(=O)(=O)c3ccc(Cl)cc3)cc2)cc1OC,4%,-7%,0%,-1,-5%,2%,-1%,-10%,23%
Cc1cc(F)ccc1NC(=S)NC1CCCC1,9%,-11%,-2%,-3,-2%,-10%,0%,-22%,17%
COc1ccc(C2Nc3ccccc3-c3nnc(SC)nc3O2)cc1C (stereo not drawn),-1%,7%,-3%,-6,-2%,0%,-11%,5%,3%
Cc1nnc(C)n1/N=C/c1cc2ccccc2nc1Cl,9%[57.1 µM],-15%,-5%,-8,-1%,-24%,6%,-16%,11%[57.1 µM]
COc1ccc(-c2csc(N(CCCN(C)C)C(=O)c3ccccc3Cl)n2)cc1,4%,-17%,-1%,1,-6%,-2%,7%,-13%,9%
COc1cc(C(=O)NCCCCc2ccccc2)cc(OC)c1OC,-14%,19%,-7%,-2,-5%,0%,0%,7%,-15%
COc1cnc(-c2ccccn2)nc1Oc1ccc(Cl)c2ccccc12,-4%,-31%,-3%,5,4%,-4%,4%,-16%,-10%
COc1cccc(N2CCN(C(=O)c3ccc4nc(N5CCCCC5)sc4c3)CC2)c1,-3%,3%,0%,-1,0%,-11%,-7%,-22%,10%
C[C@@H]1CN([C@@H](C)CO)C(=O)CCCn2nncc2CO[C@H]1CN(C)Cc1ccc2cccnc2c1,/,/,0%,-2,-4%,-1%,5%,-28%,/
CN(C)C(=O)N1CCC(C(=O)NCc2ccccc2)CC1,15%,-11%,-3%,-7,-4%,2%,6%,5%,33%
CCOc1cccc2sc(N3CCN(C(=O)c4ccco4)CC3)nc12,-10%[57.1 µM],-12%,-5%,0,-1%,1%,-7%,0%,-3%[57.1 µM]
COc1cc(-c2ccc3oc(-c4ccsc4)c(C#CC4(O)CCCCC4)c3c2)cc(OC)c1OC,51%[activator],-27%,-3%,-13,-3%,1%,-4%,-22%,-21%
COc1ccc(Cc2nc(-c3cccs3)no2)cc1,-2%,0%,1%,1,1%,-5%,9%,-21%,5%
C=CCn1c(O)c(N=NC(=O)CNC(=O)c2ccco2)c2ccccc21,-6%,-11%,?,-6,-6%,-17%,1%,-9%,5%
CSc1ccc(CN2CCN(S(=O)(=O)Cc3ccccc3)CC2)cc1,8%,-1%,3%,-12,-6%,5%,7%,-3%,6%
